# A549 viability: kills or reduces viability of A549 cells in Nrf2 counter-screen | Potency, µM (series often up to 46 µM), without a hit: at the highest dose activity change, negative = cytotoxicity, usual class: inhibitors | A549 ARE-Fluc cells, CellTiter-Fluor viability, 18-24 h | 390,000 compounds, 0.16% hits; further: on the % scale 0 is the no-effect control and ±100 the full control effect
#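 A549 ARE_Fluc cells in 5% FBS OPTI-MEM were exposed to compounds in concentration-response for 18-24 h at 37 deg C. Viability was read by CellTiter-Fluor fluorescence (Ex 405/Em 525) after 30 min, before the luciferase read.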
# ATXN2 expr inh: inhibitors of ATXN2 expression; 360,000 compounds, 0.72% hits; AID 1745845; HEK-293 ATXN2-luciferase reporter, luminescence, 24 h; Potency, µM (highest dose often 57 µM), for inactives: top-dose activity change, negative = inhibition, hits mostly inhibitors; further: on the % scale 0 is the no-effect control and ±100 the full control effect; nearly all actives have a fitted effect of over 55% in size
#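 qHTS (up to 57 uM final) was run with 24 h compound exposure of reporter cells at 37 °C. Each well was multiplexed: SteadyGlo luminescence measured ATXN2-luciferase expression after a fluorogenic Gly-Phe-AFC viability readout (25 uM final).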
# TGFb inhibitor: inhibitors of TGF-b signaling; HepG2 CAGA-GFP TGF-b/SMAD3 reporter, GFP fluorescence, 18 h; TGF-beta stimulated, 500 pg/mL final; Potency, µM (series often up to 46.1 µM), for the others: at the top dose activity, negative = inhibition, usual class: inhibitors; 410,000 compounds, 1.2% hits; AID 588855; further: on the % scale 0 is the no-effect control and ±100 the full control effect; nearly all actives have a fitted effect of over 65% in size
#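 HEPG2 CAGA-GFP cells (1000/well, DMEM with 1% FBS) were pre-incubated 2 h at 37 degrees C, given compound by pin tool, then stimulated with TGF-beta at 500 pg/mL final for 18 h before per-cell GFP fluorescence imaging.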
# HepG2 tox: kills HepG2 cells in TGF-b inhibitor counter-screen; HepG2 CAGA-GFP viability, ATP luminescence, 18 h; Potency, µM (highest dose often 46.1 µM), for inactives: at the top dose activity change, negative = cytotoxicity, actives largely listed as cytotoxic; 410,000 compounds, 0.76% hits; AID 588856; further: some results filed as inactive show a strong effect at the top dose
#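 CellTiter-Glo luminescence gave cytotoxicity after 18 hours at 37 degrees C. The cells were HepG2 CAGA-GFP in 1% FBS DMEM, stimulated with 500 pg/mL TGF-beta after compound addition. %Activity was normalised to no-cell wells (complete cell-killing) and DMSO (no toxicity), and curves were fitted and classified.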
# MCF10A rerep: DNA re-replication induction in MCF 10a cells; MCF 10A DNA re-replication, Hoechst nuclear intensity, 48 h; Potency, µM (doses to about 46.1 µM), inactives show top-dose activity, positive = re-replication, hits mostly activators; 350,000 compounds, 2.9% hits; AID 624296; further: % of control where 0% means no effect; nearly all actives have a fitted effect of over 50% in size
# Nrf2 inh: blocks Nrf2 signaling | 360,000 compounds, 2.1% hits | A549 ARE-Fluc reporter, luciferase luminescence, 18-24 h | Potency, µM (doses to about 46 µM), for the others: at the highest dose activity change, negative = inhibition, usual class: inhibitors; further: on the % scale 0 is the no-effect control and ±100 the full control effect; nearly all actives have a fitted effect of over 60% in size
#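 Nrf2 activity is the BugLite luminescence, read 15 min after reagent at room temperature, following CellTiter-Fluor cytotoxicity readout (30 min, 37C). Compound titrations were applied for 18-24 h to 5000 A549 ARE_Fluc cells/well in 5% FBS OPTI-MEM.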
# EPAC2 antag: blocks human EPAC2 exchange factor | Q8WZA2 | 360,000 compounds, 0.18% hits | Potency, µM (titrated, usually from 114 µM), inactives show at the highest dose activity, negative = inhibition, actives largely listed as inhibitors | AID 720708 | EPAC2 GEF exchange of Rap1B-BODIPY-GDP, fluorescence; further: on the % scale 0 is the no-effect control and ±100 the full control effect; nearly all actives have a fitted effect of over 45% in size; many of its hits are not listed in these tables
# Target sequence (Q8WZA2 whole entry, looked up): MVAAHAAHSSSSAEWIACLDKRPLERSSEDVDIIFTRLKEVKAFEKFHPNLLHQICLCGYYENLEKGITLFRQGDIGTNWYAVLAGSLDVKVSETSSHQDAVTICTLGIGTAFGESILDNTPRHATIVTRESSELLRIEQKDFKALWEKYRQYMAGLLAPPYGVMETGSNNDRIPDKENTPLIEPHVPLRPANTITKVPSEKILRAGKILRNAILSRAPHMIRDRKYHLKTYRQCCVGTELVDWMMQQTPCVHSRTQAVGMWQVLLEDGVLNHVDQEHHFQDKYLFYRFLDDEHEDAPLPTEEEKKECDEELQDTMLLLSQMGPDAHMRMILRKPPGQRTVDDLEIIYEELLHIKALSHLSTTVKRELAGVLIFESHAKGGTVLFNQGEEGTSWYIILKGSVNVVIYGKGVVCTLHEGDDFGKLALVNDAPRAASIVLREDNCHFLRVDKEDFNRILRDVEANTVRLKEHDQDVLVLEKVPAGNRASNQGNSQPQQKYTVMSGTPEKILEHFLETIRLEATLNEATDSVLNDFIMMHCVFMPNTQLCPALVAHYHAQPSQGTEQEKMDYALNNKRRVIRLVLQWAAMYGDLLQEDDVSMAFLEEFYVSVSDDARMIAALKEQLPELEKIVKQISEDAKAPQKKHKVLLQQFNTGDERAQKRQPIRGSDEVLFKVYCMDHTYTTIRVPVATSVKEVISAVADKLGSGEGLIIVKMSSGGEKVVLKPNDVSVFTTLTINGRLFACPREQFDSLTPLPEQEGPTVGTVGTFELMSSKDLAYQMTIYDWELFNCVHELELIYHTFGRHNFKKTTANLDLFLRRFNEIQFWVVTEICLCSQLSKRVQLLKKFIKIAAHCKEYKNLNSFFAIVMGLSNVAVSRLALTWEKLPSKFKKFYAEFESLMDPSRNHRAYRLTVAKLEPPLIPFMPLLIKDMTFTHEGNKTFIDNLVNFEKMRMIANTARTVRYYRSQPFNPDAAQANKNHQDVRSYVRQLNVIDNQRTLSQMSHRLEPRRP
# S2 tox: viability counter-screen for ATXN expression inhibitors; 400,000 compounds, 0.49% hits; Potency, µM (titrated, usually from 56.7 µM), usual class: cytotoxic; S2 cells (HEK-293 line with an ATXN2-luciferase reporter) viability, CellTiter-Fluor protease fluorescence, 24 h; further: nearly all actives have a fitted effect of over 40% in size
# Nrf2 ARE act: activators of Nrf2 (ARE) signaling | AID 624171 | Potency, µM (series often up to 46.1 µM), without a hit: at the highest dose activation, actives largely listed as activators | AREc32 ARE-luciferase reporter (MCF7-derived line), luminescence, 24 h | 410,000 compounds, 0.31% hits; further: % of control where 0% means no effect; nearly all actives have a fitted effect of over 65% in size
#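 AREc32 cells carrying an ARE-driven firefly luciferase, 1000 cells/well in OPTI-MEM with 5% FBS, dosed after overnight attachment and incubated 24 hr at 37 deg C. Steady-Glo luminescence read after 30 min at RT.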
# The depositor's hits bear a star; i = inactive; u = inconclusive; x = not tested or not shown; [ ] = another dose, or the depositor's remark. The call rests on the fitted dose curve; in most records, active means well fitted curve in the direction sought with a large enough effect; inconclusive means small, poorly fitted or top-dose-only effect, or another doubt; inactive means no such curve, though single readings can be large; an effect the other way counts as inactive or inconclusive. Potency means the concentration at half of the fitted maximal effect. This is a subset (hit frequency here may not be typical).
1: CCOC(=O)c1c(CN2CCN(C)CC2)n(-c2ccccc2)c2cc(Br)c(O)cc12
2: COc1ccc(N2CCN(C(=O)CCc3nnc4ccc(N5CCCC5)nn34)CC2)cc1
3: COc1ccccc1Cc1c(-c2ccc(C)cc2)nc2ccc(Cl)cn12
4: COc1ccc(CCNC(=O)c2ccc(F)c(S(=O)(=O)N3CCCCC3)c2)cc1
5: Cc1cc(C)cc(N2C(=O)CC(N(C(=O)c3ccco3)c3cc(C)cc(C)c3)C2=O)c1 (configuration not stated)
6: COc1cccc(-n2nnnc2SCC(=O)N2CCCc3ccccc32)c1
7: CCCCn1cnc2c(SCc3ccccc3Cl)nc(N)nc21
8: CC(C)OCC(O)CSc1ccccn1 (configuration not stated)
9: COc1ccc(Oc2ccc(S(=O)(=O)N3CCCCC3)cc2S(=O)(=O)N2CCCCC2)cc1
10: O=C(NC1CCC(O)CC1)c1ccc(Br)o1 (configuration not stated)

Screen / compound no.	1	2	3	4	5	6	7	8	9	10
A549 viability	1%	-4%	x	x	-2%	3%	-5%	6%	-2%	0%
ATXN2 expr inh	u	x	45%[activator]	x	1%	-3%	-25%	2%	17%	-3%
TGFb inhibitor	-4%	-21%	-47%	9%	21%	4%	-5%	-6%	u	10%
HepG2 tox	-25%	-9%	0%	-1%	-7%	-42%	-32%	-29%	-37%	0%
MCF10A rerep	18%	7%	x	x	6%	u	16µM*	-1%	7%	-1%
Nrf2 inh	-5%	2%	x	x	-7%	u	u	10%	-5%	8%
EPAC2 antag	8%	0%	-8%	2%	-7%	-3%	-8%	2%	1%	2%
S2 tox	i	i	u	u	i	i	u	i	i	i
Nrf2 ARE act	-0.1%	0.4%	3.6%	-0.7%	0.3%	4.4%	15%	-0.8%	-0.6%	0.4%

11: CCOC(=O)CCCC(=O)N1CCOCCOCCN(C(=O)CCCC(=O)OCC)CCOCCOCC1
12: COc1cc(C(=O)OCC(C)=O)cc(NC(=O)c2ccco2)c1OC
13: C[C@@H]1CC=C[C@H]2[C@H]1C(=O)N(Cc1ccccc1)[C@H]2c1ccc(/C=C/c2ccccc2)cc1F
14: O=C(Nc1cccc2cccnc12)c1ccccc1
15: CC(C)(C)NC(=O)c1cccc2c1C(=O)c1ccccc1-2
16: CCCC(=O)NCCCc1nc2ccccc2n1C
17: O=S(=O)(NCc1ccccc1)c1ccc(S(=O)(=O)N2CCCC2)cc1
18: O=[N+]([O-])c1cccc(S(=O)(=O)Nc2nc3ccccc3nc2Nc2cccc(S(=O)(=O)N3CCCCC3)c2)c1
19: COc1ccc(OC)c(CN2C(=O)c3ccccc3C2c2nnnn2C2CCCC2)c1 (configuration not stated)
20: COc1cc(Cn2c3ccc(NC(=O)CC(C)(C)C)cc3c(=O)n2C)ccc1F

Screen / compound no.	11	12	13	14	15	16	17	18	19	20
A549 viability	1%	-1%	10%	0%	-9%	-3%	9%	u	x	x
ATXN2 expr inh	-5%	0%	3%	x	-5%	7%	u	u	-10%	5%
TGFb inhibitor	12%	5%	-2%	-27%	2%	-8%	-3%	4.5µM*	x	0%
HepG2 tox	-3%	-2%	-17%	-6%	-39%	13%	-22%	-32%	x	-1%
MCF10A rerep	-2%	u	u	x	-3%	11%	-1%	8%	x	x
Nrf2 inh	19%	u	-3%	u	-18%	7%	5%	u	x	x
EPAC2 antag	0%	5%	27%	x	-7%	5%	32%[activator]	u	6%	-10%
S2 tox	i	i	i	x	i	i	x	u	i	u
Nrf2 ARE act	-0.7%	0.0%	-0.4%	x	-0.1%	-0.6%	-0.7%	19%	-0.3%	0.2%[9.22 µM]

21: OC(CN1CCNCC1)Cn1c2ccccc2c2ccccc21 (configuration not stated)
22: COc1ccc(NC(C)=O)cc1S(=O)(=O)NC(Cc1ccccc1)C(=O)O (configuration not stated)
23: Cc1cccc(NC(=S)NC(=O)Cc2ccccc2)c1C
24: O=C(CO/N=C/c1cccc([N+](=O)[O-])c1)Nc1ccc2ccccc2c1
25: NCCC1CCCC(CCN)N1 (configuration not stated)
26: COc1cc2nc(SCc3ccc(F)cc3)n3nc(CCn4c(C)nc5ccccc54)nc3c2cc1OC
27: O=C(COC(=O)c1cc(F)cc(F)c1)Nc1cccnc1Cl
28: CCSc1ccccc1C(=O)Nc1ccc(S(=O)(=O)NC(C)=O)cc1
29: N#Cc1c(N)nc2c(c1-c1ccco1)CCCCC2
30: Cc1cccc(C(=O)N2CCc3cc(CNC(=O)CCc4ccccc4)ccc32)c1

Screen / compound no.	21	22	23	24	25	26	27	28	29	30
A549 viability	1%	5%	0%	-1%	-1%	33%	3%	3%	-3%	0%
ATXN2 expr inh	u	-18%	-1%	5%	8%	-17%	0%	-8%	7%	x
TGFb inhibitor	0%	1%	-12%	1%	-2%	9%	5%	7%	22%	3%
HepG2 tox	-10%	-1%	-12%	-5%	13%	1%	6%	8%	-36%	-5%
MCF10A rerep	u	-10%	7%	5%	6%	x	0%	8%	u	x
Nrf2 inh	-3%	-2%	u	18%	1%	6%	11%	-4%	x	x
EPAC2 antag	3%	0%	-17%	7%	3%	x	-1%	5%	24%	x
S2 tox	i	i	i	i	i	i	i	u	i	x
Nrf2 ARE act	2.0%	-0.1%	-0.5%	2.2%	-1.2%	0.6%	-0.3%	-0.8%	2.9%	-1.5%

31: CCN1C[C@@H]2[C@@H]3C(=O)N(C)C(=O)[C@@H]3[C@](C)(C(=O)OC)N2C1=NC
32: Cn1nc(C(F)(F)F)c(C#N)c1N1CCN(c2cccc(C(F)(F)F)c2)CC1
33: Cc1ccc(/C(N)=N/OC(=O)N2c3ccccc3Sc3ccccc32)cc1
34: Cc1ccc2[nH]cc(C(=O)CN3CCOCC3)c2c1
35: Cc1ccc(C(=O)NCCc2ccncc2)cc1
36: CCOC(=O)c1nn(-c2ccc(Cl)cc2)c2nc(-c3ccc(C)cc3)c(C#N)c(=O)n12
37: CCOc1ccc(CCNC(=O)Cn2c(-c3cccs3)cc3ccccc32)cc1OCC
38: COc1ccc(C2=CC(c3ccc(F)cc3)n3nnnc3N2)cc1 (configuration not stated)
39: CCCCN1CNC(=S)N(Cc2ccccc2)C1
40: O=c1[nH]c2ccc(NS(=O)(=O)c3ccc(Cl)cc3)cc2[nH]1

Screen / compound no.	31	32	33	34	35	36	37	38	39	40
A549 viability	-1%	-3%	2%	-2%	-2%	1%	-7%	5%	4%	2%
ATXN2 expr inh	10%	-16%	-13%	-6%	24%	-15%	2%	30%	4%	17%
TGFb inhibitor	-1%	0%	-1%	0%	1%	u	-19%	2%	3%	0%
HepG2 tox	10%	-8%	-5%	-18%	-5%	-3%	-19%	8%	11%	2%
MCF10A rerep	1%	2%	14µM*	3%	0%	3%	x	23µM*	2%	0%
Nrf2 inh	2%	-10%	-26%	3%	u	-20%	-12%	21%	12%	-11%
EPAC2 antag	2%	-11%	-17%	2%	7%	8%	x	4%	-8%	-8%
S2 tox	i	i	i	i	i	i	i	x	i	i
Nrf2 ARE act	-0.9%	0.3%	2.0%	0.4%	-0.4%	0.2%	0.4%	6.0%	0.2%	1.7%

# Profiles, looked up by structure.
# O=c1[nH]c2ccc(NS(=O)(=O)c3ccc(Cl)cc3)cc2[nH]1 is listed as A549 viability: 2%; ATXN2 expr inh: 17%; TGFb inhibitor: 0%; HepG2 tox: 2%; MCF10A rerep: 0%; Nrf2 inh: -11%; EPAC2 antag: -8%; S2 tox: i; Nrf2 ARE act: 1.7%
# Cc1ccc(/C(N)=N/OC(=O)N2c3ccccc3Sc3ccccc32)cc1 is listed as A549 viability: 2%; ATXN2 expr inh: -13%; TGFb inhibitor: -1%; HepG2 tox: -5%; MCF10A rerep: 14µM*; Nrf2 inh: -26%; EPAC2 antag: -17%; S2 tox: i; Nrf2 ARE act: 2.0%

# (continued)
41: COc1cc(CN(CC(C)C)S(=O)(=O)c2ccccc2Br)cc(OC)c1
42: CC(C)(C)NCc1cc(Br)ccc1OCc1cccs1
43: COc1ccc(OC)c(S(=O)(=O)n2c([N+](=O)[O-])cnc2C)c1
44: CN(Cc1ccccc1)C(=O)c1ccc(NC(=O)Cc2ccc(NC(=O)C3CCN(C(=O)C4CCCC4)CC3)cc2)cc1
45: Cc1cc(NC(=O)CSc2nnc(-c3ccco3)o2)no1
46: O=C1c2ccccc2C(=O)N1CC(O)COc1ccc(Br)cc1 (configuration not stated)
47: CC12CCC3C(C1)C(C(=O)O2)C(=O)OC3(C)C (configuration not stated)
48: CC(=O)Nc1ncc(Sc2ccc([N+](=O)[O-])cc2)s1
49: O=C(OCc1cc(=O)n2ccsc2n1)C1(c2ccc(Cl)cc2)CC1
50: O=c1ccn([C@@H]2O[C@H](CNCC3=Cc4cc(O)ccc4OC3)[C@@H](O)[C@H]2O)c(=O)[nH]1
51: CCc1ccc(CNC(=O)C2CCN(S(=O)(=O)N3CC(C)CC(C)C3)CC2)cc1 (configuration not stated)

Screen / compound no.	41	42	43	44	45	46	47	48	49	50	51
A549 viability	13%	-2%	-1%	-2%	-9%	-2%	x	1%	-1%	3%	-2%
ATXN2 expr inh	-35%	-13%	-11%	7%	5%	8%	x	0%	x	0%	5%
TGFb inhibitor	u	11%	11%	-16%	-6%	-10%	-11%	-1%	18%	3%	-6%
HepG2 tox	-35%	-6%	-20%	5%	3%	-15%	-28%	2%	-11%	16%	-9%
MCF10A rerep	16%	-2%	0%	-31%	-2%	-1%	x	3%	4%	32%	-3%
Nrf2 inh	u	3%	-6%	u	9%	4%	x	-15%	-13%	17%	-21%
EPAC2 antag	6%	-4%	-3%	-9%	-6%	3%	-2%	-12%	2%	-4%	-6%
S2 tox	i	i	i	u	i	i	i	i	i	i	i
Nrf2 ARE act	7.8%	0.8%	0.2%	3.3%	3.6%	0.1%	-0.2%	-0.2%	-0.2%	0.9%	0.1%

# Copied from the list.
# compound 46 – MCF10A rerep = -1%
# compound 48 – A549 viability = 1%
# compound 47 – Nrf2 ARE act = -0.2%
# compound 41 – EPAC2 antag = 6%
